# Source: PubChem (several laboratories)
# PERK inhibitor – inhibitors of human PERK kinase. Q9NZJ5. CHO PERK-DD fusion, SEAP luminescence translation reporter. inhibition, % at 5.6 µM. actives 0.17% (n = 220,000). AID 1416;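 active means inhibition above the mean inhibition of all tested compounds plus 3 SD, set separately per screening campaign, cut at about 2.9% in these data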;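 further: PERK kinase domain activated by AP20187 dimerizer at 100 nM; 0% = DMSO with dimerizer and 100% = rapamycin at 8.4 µM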
# FXIIa inh 1536 – inhibitors of human coagulation factor XIIa; P00748; purified FXIIa, Boc-QGR-AMC fluorogenic substrate, 2 h; inhibition, % at 5 µM; actives 0.3% (n = 220,000); in the data active means inhibition above about 40%;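 further: 0% = enzyme with no compound and 100% = blank without enzyme; many of its hits are not listed in these tables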
# thrombin 1536 – thrombin (human) inhibition | alpha-thrombin, Boc-VPR-AMC fluorogenic substrate cleavage | inhibition, % at 5 µM | actives 0.26% (n = 220,000) | AID 1046;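 active means inhibition at or above 40%; inactive means inhibition below 40%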;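 further: 0% = enzyme with no compound and 100% = wells without enzyme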
#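 Material: human alpha-thrombin enzyme / Medium: pH 7.5 Tris (50 mM) with NaCl 150 mM, Tween 20 0.05% / Compound: single-point dosing at 5 µM, 0.2% DMSO / Incubation: enzyme reaction carried out at room temperature / Detection: AMC fluorescence, 355/460 nm / Read-out basis: percent inhibition scaled between no-compound controls and no-enzyme blanks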
# Furin inhibitor – inhibitors of human furin | purified furin, fluorogenic substrate cleavage | AID 463115 | actives 0.061% (n = 220,000) | P09958 | inhibition, % at 30 µM; in the data active means inhibition above about 25%; further: inactives centre near -15
# m-calpain inh – calpain II (pig) inhibition. purified calpain II, fluorogenic peptide substrate, 30 min. inhibition, % at 16 µM. actives 0.37% (n = 220,000);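 active means inhibition above about 50%, limit read from the data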
# KCC2 mod – modulators of human KCC2 chloride dependent transport; Q9H2X9; B-score of Tl+ flux slope (higher = more flux/activation; lower = inhibition) at 10 µM; actives 2.2% (n = 190,000); KCC2 cells, thallium flux FluoZin-2 fluorescence;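 active means thallium flux slope and its plate-corrected score both differing from the plate sample mean at a set confidence after two filtering rounds, in either direction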;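 further: slope of fluorescence scaled to starting intensity during 10 to 20 s after thallium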
# KLK5 inh – blocks human kallikrein 5 protease activity | Q9Y337 | recombinant hK5, fluorogenic AMC substrate cleavage | inhibition, % at 5 µM | actives 0.59% (n = 210,000) | AID 873;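 active means inhibition of 40% or more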;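 further: 0% = enzyme controls without compound and 100% = no-enzyme blanks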
# Target sequence (Q9Y337 67-293 limits assumed): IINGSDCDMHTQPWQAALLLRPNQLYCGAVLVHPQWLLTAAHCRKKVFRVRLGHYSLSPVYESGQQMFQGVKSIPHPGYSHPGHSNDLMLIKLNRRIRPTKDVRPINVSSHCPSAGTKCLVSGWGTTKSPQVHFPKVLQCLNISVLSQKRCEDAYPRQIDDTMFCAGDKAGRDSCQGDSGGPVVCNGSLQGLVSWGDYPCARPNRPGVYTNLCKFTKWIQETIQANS
# Rad51 HR inh – Rad51 (human) homologous recombination inhibition | inhibition, % at 10 µM | hRad51 DNA strand exchange, fluorescence dequenching | AID 1385 | actives 0.085% (n = 200,000) | Q06609;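 active means inhibition above 40% at the single screening dose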;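 further: 0% = DMSO control wells and 100% = blanks with heterologous ssDNA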
#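 material = hRad51 filaments on single-stranded DNA | reagent = Donor/quencher-labelled 47-bp dsDNA substrate | compound = 10 µM final, single point | schedule = strand-exchange reaction 15 min at room temperature | measured by = fluorescein emission 520 nm, excitation 485 nm | read-out basis = % inhibition versus plate control and blank means | benchmarks = plate controls and plate blanks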
# FXIa inh 1536 – inhibitors of human coagulation factor XIa; P03951; purified FXIa, Boc-Glu-Ala-Arg-AMC fluorogenic substrate; inhibition, % at 5 µM; actives 0.14% (n = 220,000);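 active means inhibition of at least 40%; inactive means inhibition below 40%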;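 further: fluorescence of freed AMC excited at 355 nm; 0% = enzyme without compound and 100% = no enzyme blank; many of its hits are not listed in these tables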
# Target sequence (P03951 19-387 limits assumed): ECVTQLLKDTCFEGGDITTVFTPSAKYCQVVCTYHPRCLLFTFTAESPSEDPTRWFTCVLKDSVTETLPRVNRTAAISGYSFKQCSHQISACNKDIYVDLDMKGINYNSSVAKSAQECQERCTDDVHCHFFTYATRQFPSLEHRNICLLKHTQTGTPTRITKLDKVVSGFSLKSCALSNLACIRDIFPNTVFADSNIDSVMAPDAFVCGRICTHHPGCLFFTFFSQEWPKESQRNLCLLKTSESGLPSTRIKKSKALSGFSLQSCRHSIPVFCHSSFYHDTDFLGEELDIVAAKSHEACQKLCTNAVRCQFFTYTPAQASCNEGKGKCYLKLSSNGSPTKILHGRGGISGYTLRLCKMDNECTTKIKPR
# Target sequence (P03951 388-625 limits assumed): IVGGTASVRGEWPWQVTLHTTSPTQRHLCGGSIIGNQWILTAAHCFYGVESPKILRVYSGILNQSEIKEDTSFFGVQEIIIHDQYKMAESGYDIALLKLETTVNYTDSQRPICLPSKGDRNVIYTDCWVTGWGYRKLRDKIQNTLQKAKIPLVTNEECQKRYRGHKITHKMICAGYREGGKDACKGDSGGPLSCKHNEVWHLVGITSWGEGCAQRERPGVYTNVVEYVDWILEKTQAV
# An asterisk follows results filed as active; . = no result given; [ ] = another dose, or the depositor's remark.
# Screens in order – PERK inhibitor	FXIIa inh 1536	thrombin 1536	Furin inhibitor	m-calpain inh	KCC2 mod	KLK5 inh	Rad51 HR inh	FXIa inh 1536
> Cc1ccc(SCc2nnc(NC(=O)c3ccccc3)s2)cc1
→ 0.8	10	-1	5[20 µM]	15	.	0	-9	1
> O=C(NCc1ccc(Cl)cc1)C(=O)Nc1nccs1
→ 0.4	1	-8	-28	-1	-0.22	-4	3	22
> C/C(=N\NC(=O)CSCc1ccc(Cl)cc1)c1ccc2c(c1)OCCO2
→ 2.0	0	0	-5[20 µM]	15	0.48	-20	-2	-6
> CCOCCCNC(=O)CN1C(=O)C(CC)Oc2ccccc21 (stereo unspecified)
→ 1.4	4	-8	-20	-13	.	-20	0	-3
> CCOC(=O)c1c(NC(=O)CN2CCOCC2)sc(C(=O)NC)c1C
→ -0.7	7	-1	0[20 µM]	-2	-0.0041	3	-1	-3
> O=C(COC(=O)c1cc(Cl)ccc1[N+](=O)[O-])NCc1ccc(Cl)cc1Cl
→ -0.1	-5	-9	2	57*	-2.8	-8	-9	-5
> Cc1ccccc1C(=O)Nc1ccc2nc3n(c(=O)c2c1)CCC3
→ -0.3	5	0	-13	-9	1.3	1	2	-3
> O=C(NC(=S)Nc1ccc(N2CCOCC2)c(Cl)c1)c1cccs1
→ 1.0	7	-9	-25	2	.	0	1	2
> COc1cccc2[nH]c(C(=O)NN)c(N)c12
→ -0.2	0	-5	-20	8	-0.0097	12	-13	0
> O=C(c1ccc(Cl)s1)N1CCN(c2ncccn2)CC1
→ 1.3	3	-2	-31	-4	-1.7	-2	.	0
> COc1ccc(C(=O)N[C@H](C(=O)NCc2cccs2)C(C)C)cc1
→ -0.4	8	-3	-32	-25	0.13	3	4	-2
> Cc1ccc(S(=O)(=O)c2nc(NN(C)C)sc2Cl)cc1
→ -1.8	.	4	-5	18	0.66	17	-4	5
> O=C(C1CCCN(Cc2cccnc2)C1)N1CCCCC1 (stereo unspecified)
→ 0.0	18	3	-10	-17	.	10	6	5
> CCCCNS(=O)(=O)c1ccc2nc(SCC(=O)c3ccccc3OC)[nH]c2c1
→ -0.8	15	-4	-18[20 µM]	12	-1.8	-3	-1	5
> Cc1nc(NC(=O)CSc2nnc(N)s2)c(Cl)cc1Cl
→ 0.4	8	-1	-16	-10	0.32	6	6	-2
> Cn1c(=O)c2c(ncn2CCCC(=N)N2CCOCC2)n(C)c1=O
→ 2.3	-10	0	-8	-17	-0.2	-26	-6	-8
> C=CCn1c(C(C)NC(=O)CCC)nc2ccccc21 (stereo unspecified)
→ -0.9	13	2	-8[20 µM]	-14	0.071	-10	-3	4
> O=C(NCCc1ccc(Cl)cc1)c1nnc(Cc2ccc(Cl)cc2)o1
→ 0.7	5	1	-18	-20	-0.089	-8	.	2
> COc1ccccc1C(=O)N/N=C(\C)c1ccc(NC(=O)C2CC2)cc1
→ -0.1	3	-6	-19	-18	-0.086	-9	5	-2
> CC(C)(C)c1[nH]nc2c1C(c1ccco1)C(C#N)=C(N)O2 (stereo unspecified)
→ -0.2	0	-7	-17	-21	-1.5	-8	9	-5
> CS(=O)(=O)N(CC(=O)Nc1cccc([N+](=O)[O-])c1)c1ccccc1
→ 0.1	6	.	-16	-2	-0.14	0	2	4
> Cc1ccc(N2CC(C(=O)OCc3ccc([N+](=O)[O-])cc3)CC2=O)cc1 (stereo unspecified)
→ 0.1	15	3	-17[20 µM]	9	-0.52	5	0	9
> COc1cccc(C(=O)N(Cc2cc3cc(C)ccc3[nH]c2=O)C(C)C)c1
→ 0.4	9	-3	-13	5	0.74	-5	-4	-6
> Cc1onc(-c2ccccc2)c1C(=O)NNC(=S)NC(=O)c1ccc(Cl)cc1Cl
→ 0.5	-3	-6	-9	-59	16*	-76	-1	-11
> CCN1C(=O)/C(=C2/C=Cc3ccccc3N2CC)SC1=S
→ 1.5	2	2	-6	3	-0.073	-15	-5	-4
> COc1cc2c(cc1NC(=O)COC(=O)/C=C/c1ccccc1)oc1ccccc12
→ 0.9	5	-2	-15	-25	0.78	-7	7	11
> O=S(=O)(/N=C(/Nc1ccc(Cl)cc1Cl)c1ccccc1)c1cccs1
→ 1.0	-2	-3	-15	-18	.	.	20	-5
> O=c1c2nnn(-c3ccccc3)c2ncn1C/C=C/c1ccccc1
→ 0.8	9	-2	-25	3	-0.15	1	0	0
> CN(Cc1cnccn1)Cc1cn(Cc2ccccc2)nc1-c1ccc2c(c1)OCO2
→ 1.1	6	2	-26	31	.	.	.	1
> CC(=O)c1ccc(NC(=O)C(C)N(C)CC(=O)Nc2ccc(Cl)cc2)cc1 (stereo unspecified)
→ -0.1	3	-12	-12	-17	-0.13	1	7	-3
> Cc1ccc(C2C(C#N)=C(N)Oc3n[nH]c(-c4cccs4)c32)cc1 (stereo unspecified)
→ 0.5	17	-1	-5[20 µM]	-13	-0.36	-6	8	7
> Cc1cc(NC(c2ccc(Cl)cc2)c2ccc3cccnc3c2O)no1 (stereo unspecified)
→ -0.6	11	-6	-21[20 µM]	-32	.	-104	4	0
> Clc1ccccc1C1CC(c2ccccc2)Nc2ncnn21 (stereo unspecified)
→ 0.0	-7	0	-12	-25	2.3	2	9	0
> CCC/C(O)=C1\C(=O)CC(C)(C)CC1=Nc1ccccc1OC
→ .	9	1	.	8	.	2	-2	-5
> Cc1cc(C(=O)N2CCN(c3ncccn3)CC2)c2cc(F)ccc2n1
→ -0.5	21	4	-21	-11	0.7	-17	5	6
> CC1OC(Nc2ccc(N=Nc3ccccc3)cc2)C(O)C(O)C1O (stereo unspecified)
→ 0.1	5	-1	1	-7	0.049	3	-2	-2
> COC(=O)c1nn(-c2ccccc2)ccc1=O
→ 1.0	20	3	-6[20 µM]	15	-0.19	7	-8	-7
> COc1ccc(N2CCN(c3oc(-c4ccc(OC)c(OC)c4)nc3C#N)CC2)cc1
→ 0.8	3	-13	-8	-42	.	-18	1	-5
> C=CCOC(=O)C1=C(C)NC(SCC(=O)NC(=O)OCC)=C(C#N)C1c1cccnc1 (stereo unspecified)
→ -1.2	-9	-14	-12	-205	-1.8	1	-5	0
> Cc1cc(/C=C(/C#N)c2cccc(F)c2)c(C)n1-c1cccnc1
→ -0.3	14	2	-8	9	.	6	1	8
> Cc1nn(S(=O)(=O)N(C)C)c(C)c1CN1C(=O)c2ccccc2C1=O
→ 0.1	9	1	-10[20 µM]	9	0.0052	0	-9	7
> O=C(Cc1cccc2ccccc12)N/N=C/c1ccc2cccc(O)c2n1
→ 1.3	6	-3	-34	-26	.	-19	-2	-1
> OC1(c2ccc(Cl)c(Cl)c2)C[n+]2ccccc2N1Cc1ccccc1 (stereo unspecified)
→ 0.1	4	-1	-56	-43	1.1	3	-17	1
> CC1CCCC(C)N1C(=O)CSc1nnc(CSc2ncccn2)n1C (stereo unspecified)
→ 0.4	26	-6	-12	4	0.58	-17	0	13
> COc1ccccc1OCc1nc(-c2ccc([N+](=O)[O-])cc2)no1
→ 1.2	10	-5	-12	12	0.14	-18	-2	6
> Cc1nnc(SCC(=O)NC2CCS(=O)(=O)C2)n1-c1ccccc1 (stereo unspecified)
→ 0.0	1	2	-14	-6	0.069	-19	15	-5
> Cn1cc(C(=O)c2ccc(F)cc2)cc1-c1nc2ccccc2n1C
→ -1.2	8	-1	-20[20 µM]	11	-2.7	-12	-5	8
> COc1ccc(CCNC(=O)CCCN2C(=O)c3ccccc3C2=O)cc1OC
→ 0.6	18	1	-11[20 µM]	-5	.	6	2	1
> Cc1ccc(C)c(NC(=O)COC(=O)Cc2ccsc2)c1
→ 0.1	9	9	-20	0	0.72	4	13	-1
> CC(=O)Nc1nnc(SCC(=O)NCC2CCCO2)s1 (stereo unspecified)
→ .	-7	-5	.	13	.	-5	4	-6
> O=C(CCc1nnc(CCCCc2ccccc2)o1)NCc1cc(F)ccc1F
→ -0.1	9	-9	-12	17	-2.6	0	-2	-1
> COc1ccc(N2C(=O)NC3CC2(C)Oc2ccccc23)cc1OC (stereo unspecified)
→ 1.0	22	2	-18	2	0.2	-4	3	4
> O=C(COc1ccccc1[N+](=O)[O-])Nc1ccc2c(c1)OCO2
→ 1.8	7	-3	-19	-43	-0.47	.	.	3
> S=C(NCCCN1CCOCC1)NCCCN1CCOCC1
→ 0.5	6	-6	-22	16	-0.27	-16	-6	5
> COc1ccc(C2/C=C\CN(C(=O)C3CC3)CC(=O)N2Cc2ccc(F)cc2)cc1 (stereo unspecified)
→ .	11	1	-30	-1	-0.25	3	3	2
> O=C(c1cccc(S(=O)(=O)N2CCOCC2)c1)N1CCN(c2ccc(F)cc2)CC1
→ -0.8	-3	-18	-23[20 µM]	-38	-0.49	5	-25	1
> COc1cc(C(=O)O)cc(Br)c1OC1CCCC1
→ 1.8	8	-6	-17[20 µM]	17	1.3	-2	-1	0
> COCc1cc(=O)[nH]c(Nc2nc3ccccc3o2)n1
→ -2.1	11	2	-14	7	-0.76	-16	-3	12
> N#C/C(=C\c1ccc(-c2cccc([N+](=O)[O-])c2)o1)C(=O)NCCN1CCOCC1
→ -0.8	14	3	-18	-5	-0.11	5	-4	3
> CC(=O)Nc1ccc(S(=O)(=O)/N=C2/NC(=O)/C(=C\c3ccco3)S2)cc1
→ 0.6	-1	2	-6	-4	0.21	-15	-3	0

# More records
# Screens in order – PERK inhibitor	FXIIa inh 1536	thrombin 1536	Furin inhibitor	m-calpain inh	KCC2 mod	KLK5 inh	Rad51 HR inh	FXIa inh 1536
> COc1ccc(-n2nc(C(=O)NCC(=O)NCCCN3CCCCCC3)c3ccccc3c2=O)cc1Cl
→ -0.4	11	-4	-26	-18	0.31	0	-5	-2
> Cc1cccc(N2CC(O)(c3cccs3)[N+]3=C2CCCCC3)c1 (stereo unspecified)
→ 0.6	4	4	-6	6	0.28	-10	-67	-2
> O=C(Nc1ccccc1)Nc1cccn(Cc2c(F)cccc2Cl)c1=O
→ -1.3	4	-3	-15	-2	0.84	6	3	-6
> CCC1SC2=NC(C)=C(C(=O)OC)C(c3ccc(C)cc3)N2C1=O (stereo unspecified)
→ -1.1	3	-12	-6[20 µM]	9	0.07	-13	4	-2
> CC(C)(C)c1nnc(NC(=S)Nc2ccccc2)s1
→ -0.1	8	-8	-24	-2	.	11	3	-3
> COc1ccc(CC(=O)NNc2ncnc3c2cnn3-c2ccc(C)cc2)cc1
→ 0.1	11	-12	-10	22	0.6	0	-3	3
> Cc1cccc(C)c1NC(=O)CN(C)c1ccc(C(F)(F)F)cn1
→ 0.4	11	-1	-18	-2	-0.61	-26	-7	2
> CCOC(=O)N1CCN(C(=O)C(=O)Nc2ccc3nc4n(c(=O)c3c2)CCCCC4)CC1
→ -0.4	18	-3	-34	-34	1.7	-5	1	0
> COc1ccc(Nc2ccc(N3C(=O)CCCC3=O)cc2[N+](=O)[O-])cc1OC
→ -0.3	5	-8	-4	18	0.15	-12	9	4
> Cc1cccc(C)c1NC(=O)C(C)N1CCCCC1 (stereo unspecified)
→ 0.4	6	-6	-11	-7	.	-1	14	2

# Fetched by compound from the entries so far, three records:
# Screens in order – PERK inhibitor	FXIIa inh 1536	thrombin 1536	Furin inhibitor	m-calpain inh	KCC2 mod	KLK5 inh	Rad51 HR inh	FXIa inh 1536
> CCOC(=O)N1CCN(C(=O)C(=O)Nc2ccc3nc4n(c(=O)c3c2)CCCCC4)CC1
→ -0.4	18	-3	-34	-34	1.7	-5	1	0
> CC(C)(C)c1nnc(NC(=S)Nc2ccccc2)s1
→ -0.1	8	-8	-24	-2	.	11	3	-3
> CCC1SC2=NC(C)=C(C(=O)OC)C(c3ccc(C)cc3)N2C1=O (stereo unspecified)
→ -1.1	3	-12	-6[20 µM]	9	0.07	-13	4	-2

# These rows are one share of the data. The share of hits here may be higher or lower than overall.
